RGS4-Gao reg: modulates binding of RGS4 to human Galphao; 220,000 tested, 0.33% active; P09471; Multiplexed bead flow cytometry; actives lie on both sides; binding response (% of control), % at 10 µM; in the data active = binding response below about 49% or above about 150%; inactive = in between;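 also: fluorescent Galphao activated with aluminum fluoride binding bead-coupled RGS4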
Target sequence (P09471 whole entry, looked up): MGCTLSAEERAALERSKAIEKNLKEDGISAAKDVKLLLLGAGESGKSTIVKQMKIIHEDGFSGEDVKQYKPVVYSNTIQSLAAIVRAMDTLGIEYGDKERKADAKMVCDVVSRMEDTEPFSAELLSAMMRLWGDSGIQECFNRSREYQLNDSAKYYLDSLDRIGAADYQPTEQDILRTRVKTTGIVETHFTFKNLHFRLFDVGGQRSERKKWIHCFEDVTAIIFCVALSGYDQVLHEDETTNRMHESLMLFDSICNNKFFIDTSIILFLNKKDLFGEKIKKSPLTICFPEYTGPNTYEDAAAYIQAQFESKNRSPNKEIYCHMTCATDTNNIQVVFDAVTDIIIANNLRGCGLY
Bfl-1 Bim block: human Bim-Bfl-1 interaction inhibition; Q16548; Bead-based flow cytometry, Bim-Bfl-1 binding inhibition; inhibition, % at 10 µM; 190,000 tested, 0.12% active; AID 1008;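 also: 0% = wells without compound plus tracer and 100% = blocker peptide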
Bcl-B Bim block: human Bim-Bcl-B interaction inhibition; bead-based flow cytometry, Bim peptide-Bcl-B binding; inhibition, % at 10 µM; Q9HD36; 190,000 tested, 0.073% active;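 also: 0% = tracer peptide without compound and 100% = reference inhibitor peptide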
Target sequence (Q9HD36 whole entry, looked up): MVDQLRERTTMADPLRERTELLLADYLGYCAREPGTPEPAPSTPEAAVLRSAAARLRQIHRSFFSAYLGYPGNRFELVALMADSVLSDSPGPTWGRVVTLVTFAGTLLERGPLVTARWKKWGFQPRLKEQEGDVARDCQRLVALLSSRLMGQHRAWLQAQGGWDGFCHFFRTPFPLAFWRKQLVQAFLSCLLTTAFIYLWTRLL
ABCB1 block: human ABCB1 inhibition, ABCG2 as counter-screen; P08183; CCRF-Adr cells, JC-1 efflux, flow cytometry; inhibition, % at 6.6 µM; 190,000 tested, 0.067% active; AID 1326; in the data active = inhibition above about 40%;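 also: 0% = vehicle and 100% = reference inhibitor; higher value means more JC-1 retained so stronger ABCB1 efflux block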
GSH fluor: compound fluoresces at 488/530 nm on GSH beads | GSH beads flow cytometry, compound fluorescence 488/530 nm; active compounds read high | fluorescence (KMESF) at 10 µM | 190,000 tested, 0.25% active; in the data active = fluorescence above about 89;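 also: glutathione beads carrying GST-tagged Bcl family fusion proteins plus one bare bead set; values are compound well signal with DMSO vehicle wells as background; inactives centre near 16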
RGS8-Gao reg: regulators of human RGS8-Galphao interaction; response (percent of control binding), % at 10 µM; 220,000 tested, 0.34% active; multiplexed bead flow cytometry, RGS8-Galphao binding; actives lie on both sides; in the data active = response below about 60% or above about 140%; inactive = in between;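 also: Galphao activated as the GDP aluminium fluoride complex binding bead-coupled RGS8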
ABCG2 inh: inhibitors of human ABCG2 transporter, ABCB1 counter-screen | Q9UNQ0 | 190,000 tested, 0.1% active | inhibition, % at 6.6 µM | IgMXP3 cells, JC-1 efflux, flow cytometry;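 active = inhibition above 80%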;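 also: 0% = DMSO and 100% = nicardipine control wells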
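System: two drug-resistant human cell lines, ABCG2 and ABCB1; controls: nicardipine high and DMSO low controls; times: 10 min exposure at 25 °C with rotation, no wash; detection: flow cytometry of retained JC-1 fluorescence; read-out basis: percent efflux inhibition, scaled nicardipine 100% to DMSO 0%; doses: one concentration, 6.6 µM final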
Bim-Bcl-W: human Bim-Bcl-W interaction inhibition. Q92843. bead-based flow cytometry, Bim peptide-Bcl-W binding. inhibition, % at 10 µM. 190,000 tested, 0.02% active;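 also: 0% = bound tracer without compound and 100% = peptide blocker; higher means less fluorescent Bim peptide bound to Bcl-W beads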
Bim-Bcl-2: human Bim-Bcl-2 interaction inhibition; P10415; Bead-based flow cytometry, Bim peptide-Bcl-2 binding; inhibition, % at 10 µM; 190,000 tested, 0.06% active; in the data active = inhibition above about 40%; inconclusive = no clear call, values can overlap the other calls;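 also: 0% = no compound wells with probe peptide and 100% = reference peptide inhibitor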
Target sequence (P10415 whole entry, looked up): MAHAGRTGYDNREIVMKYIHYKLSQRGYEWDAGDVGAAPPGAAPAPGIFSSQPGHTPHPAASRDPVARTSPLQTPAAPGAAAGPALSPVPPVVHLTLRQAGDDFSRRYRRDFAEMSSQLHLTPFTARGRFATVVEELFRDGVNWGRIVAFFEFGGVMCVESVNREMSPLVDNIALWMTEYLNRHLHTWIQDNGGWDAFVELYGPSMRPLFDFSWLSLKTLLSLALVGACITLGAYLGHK
Bcl-XL Bim block: inhibitors of Bim-Bcl-XL interaction, human; Q07817; Bim peptide-Bcl-XL binding, bead flow cytometry, fluorescence; inhibition, % at 10 µM; 190,000 tested, 0.04% active
Target sequence (Q07817 whole entry, looked up): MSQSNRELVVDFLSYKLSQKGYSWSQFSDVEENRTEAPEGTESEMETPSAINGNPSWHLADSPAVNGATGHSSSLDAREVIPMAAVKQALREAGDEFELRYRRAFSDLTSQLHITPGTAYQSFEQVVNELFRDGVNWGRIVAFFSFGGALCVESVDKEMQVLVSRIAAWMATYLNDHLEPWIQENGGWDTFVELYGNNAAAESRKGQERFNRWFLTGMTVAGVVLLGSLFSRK
RGS7-Gao reg: human RGS7-Galphao interaction regulation. P09471. Multiplexed bead flow cytometry, RGS7-Galphao binding; actives lie on both sides. binding response (% of control), % at 10 µM. 220,000 tested, 0.35% active; in the data active = binding response below about 49% or above about 150%; inconclusive = no clear call, values can overlap the other calls; inactive = in between;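 also: fluorescent Galphao held in activated GDP-AlF4 state binding bead-coupled RGS7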
Starred values were filed as active, the others as inactive; ? = inconclusive; . = no result given. Rule as the data show it, unless noted: active = inhibition above about 40%.

SMILES	RGS4-Gao reg	Bfl-1 Bim block	Bcl-B Bim block	ABCB1 block	GSH fluor	RGS8-Gao reg	ABCG2 inh	Bim-Bcl-W	Bim-Bcl-2	Bcl-XL Bim block	RGS7-Gao reg
C=CCOC(=O)C1=C(C)NC(SCC(=O)N(CC)CC)=C(C#N)C1c1ccco1 (configuration not stated)	109	3	5	5.6	34	85	38	2	0	4	106
O=C(COC(=O)CNC(=O)c1ccc(Cl)cc1)Nc1ncc(C(F)(F)F)cc1Cl	99	-18	-13	0.1	21	99	3	-7	-11	-12	98
Cc1noc2ncnc(Sc3ccc(Cl)cc3)c12	102	-2	0	1.2	14	97	10	0	-3	0	103
CCOc1ccc(C2N(c3ccc(Cl)cc3)C(=O)C3CCCN32)cc1OC (configuration not stated)	103	2	2	0.8	30	96	2	-1	0	-1	114
Cc1cccc(N2C(=S)NC3c4ccccc4OC2(C)C3C(=O)N(C)C)c1 (configuration not stated)	100	-3	-1	0.1	19	102	3	0	3	-4	105
Cc1cc2c3nonc3ccc2n1-c1ccccc1	96	-1	-3	0.9	6	101	4	0	0	-2	102
CCN(CC)S(=O)(=O)c1ccc(C)c(NC(=O)COC(=O)CNC(=O)c2ccc(C(C)(C)C)cc2)c1	103	1	0	0.3	11	105	3	-1	-4	-3	103
CCOC(=O)N1CCN(C(=O)CSCc2ccccc2Cl)CC1	104	0	-6	0.8	16	103	1	-3	-2	-6	99
CCOc1ccc(NC2=CC(=O)CC(c3ccco3)C2)cc1 (configuration not stated)	96	-3	0	0.2	25	95	1	0	0	0	98
CCC(CC)NC(=O)c1ccccc1Oc1ccccc1	106	-8	-5	0.2	41	102	2	3	-3	-4	99
Nc1nc(SCC(=O)c2cc(F)ccc2F)n[nH]1	104	5	-2	-0.5	14	101	-1	0	0	-5	104
COc1ccc(-c2noc(CSc3nnc(Cc4ccccc4)n3-c3cccc(C)c3)n2)cc1OC	102	-13	-7	3.1	35	104	25	0	-4	-4	102
Cc1ccc(S(=O)(=O)N(CC(=O)N=Nc2c(O)[nH]c3ccccc23)c2ccc(C)c(C)c2)cc1	100	2	-2	-0.5	10	107	-4	-4	0	-8	95
CC(c1ccco1)N(C(=O)c1ccccc1NS(=O)(=O)c1ccc(Cl)cc1)c1ccccn1 (configuration not stated)	90	-6	-9	0.4	12	93	-11	-4	-8	-9	86
Cc1cc(NC(=O)CSc2nc3ccccc3n2CC(=O)N2CCCCC2)no1	96	-1	-2	0.4	13	92	1	-1	1	-2	96
CCC(C)NC(=O)NC(=O)N(C1CCCCC1)S(C)(=O)=O (configuration not stated)	99	0	-2	0.9	15	100	4	-1	0	0	100
O=C(Nc1ccc(NC(=O)c2ccccn2)cc1)C(=O)Nc1ccc2c(c1)OCCO2	98	0	0	-0.3	9	98	-1	-1	0	-1	96
CCOC(=O)C1CCN(C(=O)c2cccs2)CC1	103	-9	-3	0.0	13	101	0	-1	-6	-4	101
Cc1ccc(CN2CCSc3ccc(C(=O)NCc4ccccn4)cc32)cc1	102	-7	-7	1.6	9	98	20	-5	-4	-5	104
CNc1oc(-c2cccs2)nc1S(=O)(=O)c1ccccc1	98	-3	-1	0.1	18	98	1	-1	2	0	?
c1ccc(-c2nn3c(Cn4cnc5ccccc54)nnc3s2)cc1	98	11	-32	0.5	17	94	3	4	-2	-2	124
COc1ccc(-n2cnc3cc(NCc4cccs4)ccc32)cc1	99	14	-1	0.0	11	104	3	8	5	2	102
CC(CCc1ccco1)NC(=O)Nc1cccc(F)c1 (configuration not stated)	106	-11	-9	0.5	52	103	5	2	-7	-6	107
NC1=NC(c2ccc(Br)cc2)n2c(nc3ccccc32)N1 (configuration not stated)	106	-9	-4	0.8	47	103	5	-2	-4	-5	102
CCC(=O)Nc1ccc(C(=O)CSc2nc3ccccc3cc2CC)cc1	110	-2	-6	0.6	58	110	6	-5	-5	-25	106
COc1ccc(N(C(=O)c2ccco2)S(=O)(=O)c2cc(Cl)c(Cl)cc2Cl)cc1	102	-7	-7	0.1	51	102	0	1	-9	-11	103
Cc1ccc(NC(=O)C(=O)NCCN2CCN(Cc3ccc([N+](=O)[O-])cc3)CC2)cc1	105	-7	-9	1.3	13	101	8	-6	-5	-4	99
COc1ccc(NC(=O)CSc2nc(O)cc(=O)n2C)cc1	106	-12	-5	0.0	14	103	2	2	-8	-5	104
COc1ccccc1-c1cc(SC)c(C#N)c(=O)o1	100	1	-4	2.2	7	102	11	-3	-3	0	101
O=C(CN1C(=O)NC2(CCCCC2)C1=O)NCc1ccc2c(c1)OCO2	103	-3	-3	1.7	14	102	36	0	0	0	?
Cc1noc(C)c1CSc1cc(C)c2ccccc2n1	100	-11	-7	0.2	28	99	1	0	-4	-5	98
O=C(Nc1cccc(-c2csc(-c3ccccc3)n2)c1)c1cccs1	96	-15	-6	0.4	14	101	5	4	0	-6	99
COc1ccc(C(=O)NC(=S)Nc2ccc(S(N)(=O)=O)cc2)cc1	100	-9	-7	0.0	9	104	1	-3	-7	-7	101
CCCCN(CC)S(=O)(=O)c1ccc2c(c1)CCCN2C(C)=O	97	-11	-4	0.4	10	99	1	3	-3	-1	97
C/C(=C\c1ccccc1)C1NC(=O)c2c(sc3c2CCCC3)N1 (configuration not stated)	99	4	-10	-1.0	10	99	-11	-1	-5	-1	100
COc1ccc(N2CCN(CC(O)COC(C)(C)C)CC2)cc1 (configuration not stated)	101	-7	-1	0.1	12	102	0	-3	-3	-1	99
CCOc1c2ccc(C(=O)NCc3ccccc3OC)cc2nn1CC	104	-1	-1	1.4	19	101	11	-1	-3	-3	99
O=C1C(=O)N(Cc2cccnc2)C(c2ccccn2)/C1=C(/O)c1ccc(F)cc1 (configuration not stated)	102	-3	-4	-0.2	12	98	0	-5	-5	-4	102
Cc1sc2nc(CN3CCCC3)nc(NCc3ccncc3)c2c1C	103	2	4	-0.7	13	102	-4	-2	0	2	?
O=S(=O)(Nc1ccc2c(c1)OCCO2)c1ccc(Br)s1	100	0	0	0.2	17	100	4	-2	-1	-1	101

Next part (3 carried over from the part before).
SMILES	RGS4-Gao reg	Bfl-1 Bim block	Bcl-B Bim block	ABCB1 block	GSH fluor	RGS8-Gao reg	ABCG2 inh	Bim-Bcl-W	Bim-Bcl-2	Bcl-XL Bim block	RGS7-Gao reg
O=C1C(=O)N(Cc2cccnc2)C(c2ccccn2)/C1=C(/O)c1ccc(F)cc1 (configuration not stated)	102	-3	-4	-0.2	12	98	0	-5	-5	-4	102
Cc1sc2nc(CN3CCCC3)nc(NCc3ccncc3)c2c1C	103	2	4	-0.7	13	102	-4	-2	0	2	?
O=S(=O)(Nc1ccc2c(c1)OCCO2)c1ccc(Br)s1	100	0	0	0.2	17	100	4	-2	-1	-1	101
O=C(C1CCCN(Cc2ccc3c(c2)OCO3)C1)N1CCCC1 (configuration not stated)	101	-16	-6	1.1	25	99	18	-1	-7	-7	101
Cc1ccccc1CSc1n[nH]c(NS(=O)(=O)c2ccccc2)n1	100	-1	-4	1.1	49	101	3	-1	-5	9	98
CCOc1ccc(NC(=O)CSc2nnc(Cn3cnc([N+](=O)[O-])n3)n2CC)cc1	104	4	3	1.5	14	99	7	1	0	0	99
CC(=O)NCCNC(=O)c1ccc(Sc2ccccc2)c([N+](=O)[O-])c1	100	1	5	0.1	12	98	29	0	4	3	99
CCOC(=O)C1=C(CC)NC2=C(C(=O)CCC2)C1c1ccc(OC)c(OC)c1 (configuration not stated)	100	-8	-3	0.9	12	100	7	2	-5	0	100
CC(=O)Oc1ccc(NC(=O)Cc2ccccc2)c(C(=O)O)c1	101	-1	-3	2.1	13	104	10	1	0	0	98
Cc1ccc(NC(=S)Nc2ccc(C(C)C)cc2)cc1S(=O)(=O)N1CCCCCC1	98	4	-25	-0.2	12	98	-5	-7	-6	-7	109
O=C(NCCN1CCOCC1)c1ccc(-c2ccccc2)cc1	103	1	-1	-0.2	15	100	0	1	4	1	98
CCOC(=O)c1ccc(NC(=O)C2C3C=CC(C3)C2C(=O)O)cc1 (configuration not stated)	103	-3	-1	-1.3	33	101	-18	-3	0	-9	100
CCCC1=Nc2cc(C(=O)NCCCOCC)ccc2Sc2ccccc21	108	-17	-9	0.5	24	103	20	0	-10	-11	106
Cc1cccc(CSc2cn(CC(=O)N3CCOCC3)c3ccccc23)c1	102	0	-7	1.0	19	102	9	-3	0	-6	101
CC1CCCN(C(C(=O)Nc2ccc3c(c2)OCCO3)c2ccccc2)C1 (configuration not stated)	106	-1	2	0.3	22	104	0	-2	-4	-2	101
O=C(Nc1ccccc1)c1nsnc1C(=O)Nc1ccccc1	98	-4	-1	0.5	19	95	5	-1	-4	-3	102
Cc1cc(C)c2c(=O)n(CC(=O)NCCCN3CCN(c4ccccc4F)CC3)sc2n1	96	2	-16	-0.1	13	96	2	-8	-5	-9	101
CCCCCCCNC1=CC(=O)CC(c2ccco2)C1 (configuration not stated)	98	1	-4	2.3	19	97	17	-4	1	-5	98
CCN1CCc2nc(NC(=O)c3ccc4c(c3)OCCO4)sc2C1	103	-3	-2	-0.2	21	101	0	-3	-5	-1	104
CC(C)(C)CC(=O)NC(=S)Nc1ccccc1[N+](=O)[O-]	99	-6	-6	0.6	19	103	5	-2	0	-3	?
Nc1ccn(Cc2ccccc2F)n1	102	-5	-3	0.0	12	101	0	-3	-2	-2	101
CSCCC(=O)N1C(C)CCCC1C(=O)O (configuration not stated)	96	-12	-11	0.3	35	102	4	0	-5	-6	97
COc1cc(C(=O)Nc2nc(-c3ccc(F)cc3)cs2)ccc1OCC(=O)N1CCOCC1	103	0	-5	.	9	100	4	-2	-3	-5	103
O=C(COC(=O)c1ccccc1C(=O)c1ccc(Cl)c([N+](=O)[O-])c1)NC1CC1	99	-4	-4	2.1	10	103	3	-4	-3	-5	102
CCOC(=O)c1c(C)[nH]c(C)c1C(=O)COC(=O)c1ccc(O)cc1	107	-1	0	-0.3	12	101	-1	-3	0	0	99
COc1ccccc1CNc1nc2nc(C)c(Cl)c(=O)n2[nH]1	100	-5	-5	0.1	59	101	0	2	-2	-6	104
COc1ccccc1C1Nc2cccc3cccc(c23)N1	73	-8	-7	-2.0	30	98	-3	0	-9	-3	86
COc1cccc(C(=O)Nc2cc(C(F)(F)F)ccc2Cl)c1	104	-14	-4	0.1	6	104	1	6	-2	1	104
Cc1cccc(NC(=O)NC2CC3CCC(C2)N3Cc2ccco2)c1 (configuration not stated)	104	-10	0	0.0	16	110	-1	0	-3	0	108
COc1ccc2c(-c3ccccc3)cc(SCC(=O)N(C)C3CCS(=O)(=O)C3)nc2c1 (configuration not stated)	102	0	-10	1.1	7	100	-3	0	2	-4	105
Cn1c(N)c(C(=O)COC(=O)c2cc(-c3ccccc3)nc3ccccc23)c(=O)n(Cc2ccccc2)c1=O	102	0	-3	-0.8	18	99	0	0	-2	-1	101
O=C1Nc2ccccc2/C1=C\c1cccn1-c1ccc(OC(F)(F)F)cc1	83	-2	0	0.5	20	89	4	0	-3	0	82
